PI4K2A inh – PI4K2A (human) kinase inhibition; purified PI4K2A, ADP-Glo luminescence, 1 h; stronger effect = lower value; activity change, negative = inhibition, % at 76.9 µM; 0.13% of 420,000 active; in the data active = activity change below about -50%; inconclusive = mostly about -30% to -49%;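 note: -100% = wells without enzyme as full effect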
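ADP-Glo luminescence measured ADP generated by PI4K2A enzyme (4 ug/mL before mixing) with 1.2 mM PI substrate (pre-mix) and 300 microM ATP (pre-mix). Tris pH7.5 buffer with MgCl2, Triton X-100; 1 h reaction at ambient temperature.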
G9a block – blocks human histone lysine methyltransferase G9a. Q96KQ7. Potency, µM (top dose mostly 102 µM), inactives show top-dose activity, negative = inhibition, most hits filed as inhibitors. 8.8% of 350,000 active. G9a H3K9 monomethylation, AlphaScreen, 2 h; note: potency is the fitted concentration of half-maximal effect; % is set by controls: 0 for no effect and ±100 for the full control effect; nearly all actives have a fitted effect of over 75% in size
Target sequence (Q96KQ7 913-1193 limits assumed): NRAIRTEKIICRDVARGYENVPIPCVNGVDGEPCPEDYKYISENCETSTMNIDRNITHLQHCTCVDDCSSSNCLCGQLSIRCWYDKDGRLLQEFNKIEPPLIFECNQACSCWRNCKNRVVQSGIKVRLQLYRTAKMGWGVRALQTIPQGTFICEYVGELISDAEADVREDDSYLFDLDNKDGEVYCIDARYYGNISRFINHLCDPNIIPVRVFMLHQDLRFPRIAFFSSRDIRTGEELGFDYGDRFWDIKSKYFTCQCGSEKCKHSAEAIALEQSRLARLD
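G9a (20 nM) was preincubated 15 min with compound, then reacted 2 h at room temperature with 500 nM biotin-H3K9 peptide and 20 µM SAM. Monomethyl-H3K9 detected by AlphaScreen using anti-H3K9me1 antibody.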
12-LOX inh – ALOX12 (human) lipoxygenase inhibition | purified 12hLO, xylenol orange hydroperoxide absorbance | Potency, µM (top dose mostly 108 µM), for inactives: top-dose activity change, negative = inhibition, actives largely listed as inhibitors | 1.1% of 580,000 active | P18054; note: potency is the fitted concentration of half-maximal effect; % is set by controls: 0 for no effect and ±100 for the full control effect
Target sequence (P18054 whole entry, looked up): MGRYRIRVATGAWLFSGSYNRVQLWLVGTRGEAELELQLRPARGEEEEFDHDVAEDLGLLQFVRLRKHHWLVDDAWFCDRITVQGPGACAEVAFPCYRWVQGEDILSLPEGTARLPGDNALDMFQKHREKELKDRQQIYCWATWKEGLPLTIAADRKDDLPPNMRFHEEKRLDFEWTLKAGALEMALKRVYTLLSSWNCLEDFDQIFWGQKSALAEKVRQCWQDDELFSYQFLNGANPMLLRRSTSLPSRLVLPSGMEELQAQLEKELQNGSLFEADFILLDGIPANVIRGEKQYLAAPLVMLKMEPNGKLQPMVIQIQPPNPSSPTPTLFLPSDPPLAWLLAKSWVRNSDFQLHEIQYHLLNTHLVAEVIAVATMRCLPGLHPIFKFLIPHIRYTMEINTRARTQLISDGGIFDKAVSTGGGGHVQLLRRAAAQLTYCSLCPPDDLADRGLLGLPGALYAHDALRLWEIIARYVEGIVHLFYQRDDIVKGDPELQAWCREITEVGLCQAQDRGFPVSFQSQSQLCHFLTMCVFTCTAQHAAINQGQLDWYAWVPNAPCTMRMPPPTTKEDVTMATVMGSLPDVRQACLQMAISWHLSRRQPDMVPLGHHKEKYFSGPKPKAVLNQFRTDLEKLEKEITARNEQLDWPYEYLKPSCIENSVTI
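Hydroperoxide product was detected by ferrous iron/xylenol orange as the 573 to 405 nm absorbance ratio. Arachidonic acid at 40 uM (final) was turned over for 30 min at room temperature by 150 nM human 12hLO, pH 7.0 Hepes buffer, after 15 min compound preincubation.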
JMJD2A Tudor inh – JMJD2A Tudor domain (human) inhibition | O75164 | AlphaScreen JMJD2A-Tudor / H3K4me3 peptide binding | Potency, µM (doses to about 114 µM), without a hit: at the highest dose activity change, negative = inhibition, actives largely listed as inhibitors | 4.4% of 390,000 active | AID 504339; note: potency is the fitted concentration of half-maximal effect; % is set by controls: 0 for no effect and ±100 for the full control effect; nearly all actives have a fitted effect of over 50% in size
GLS inh – blocks human kidney-isoform glutaminase activity; Potency, µM (titrated, usually from 45.5 µM), for inactives: at the top dose activity change, negative = inhibition, actives largely listed as inhibitors; GLS enzymatic activity, qHTS titration; AID 624170; 0.21% of 410,000 active; O94925; note: potency is the fitted concentration of half-maximal effect; % is set by controls: 0 for no effect and ±100 for the full control effect
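hKGA; 45 mM KH2PO4 pH 8.2 + 0.02% Tween-20; cpd via pin tool; 1 mM Gln soln; GluOx/HRP/Amplex Red; RT 30 min; fluor. t0 & final.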
ERG-DNA inh – inhibitors of human ERG Ets domain-DNA interaction; fluorescence polarization, His-ERG Ets domain / labelled DNA; Potency, µM (doses to about 76.9 µM), for inactives: at the highest dose FP activity, negative = inhibition, usual class: inhibitors; 0.028% of 370,000 active; P11308; active = well fitted inhibition curve with a large enough effect in the polarisation, with a control signal flat; inconclusive = small, poorly fitted or top-dose-only effect, or effect the other way, or a change in a side signal; inactive = no such curve, though single readings can be large or run the other way; the % refers to the polarisation;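 note: polarization taken with two DNA probes labelled with fluorescein and Texas red; potency is the fitted concentration of half-maximal effect; % of control where 0% means no effect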
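His-tagged ERG Ets domain (1 uM in the protein solution; 300mM KCl, 50mM Tris-HCl, 1mM EDTA, 1mM DTT, pH 7.5) received compound, then a probe mix of 5 nM fluorescein-DNA and 100nM Texas-615-DNA. Fluorescence polarization was read for both dyes.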
HP1b binding inh – inhibitors of HP1-beta chromodomain binding to methylated histone tails. AlphaScreen HP1-beta / biotin-H3K9me3 peptide binding. Potency, µM (doses to about 114 µM), for the others: at the highest dose activity change, negative = inhibition, actives largely listed as inhibitors. 0.56% of 390,000 active; note: potency is the fitted concentration of half-maximal effect; nearly all actives have a fitted effect of over 70% in size; inactives centre near 23
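Compound inhibition of the preformed complex between 50 nM HP1-beta and 50 nM biotinylated H3K9me3 peptide was read by AlphaScreen. Buffer was PBS pH 7.4 with 0.01% Tween-20. Incubations ran 30 min at room temperature, with 10 ug/mL donor/acceptor beads.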
BAZ2B block – blocks human BAZ2B. AlphaScreen BAZ2B-H3K14Ac peptide displacement. 4.4% of 360,000 active. AID 504333. Q9UIF8. Potency, µM (highest dose often 114 µM), for inactives: top-dose activity change, negative = inhibition, most hits filed as inhibitors; note: potency is the fitted concentration of half-maximal effect; % is set by controls: 0 for no effect and ±100 for the full control effect; nearly all actives have a fitted effect of over 60% in size
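Compounds, titrated to a top concentration of 110 uM, were incubated 30 min at room temperature with preformed BAZ2B/acetyl-K14 H3 peptide complex (50 nM each). Proximity signal was measured by AlphaScreen after 20 min with beads.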
RGS4 inh – blocks human RGS4-accelerated GTP hydrolysis. AID 504845. P49798. Transcreener GDP fluorescence polarization, RGS4-accelerated GTP hydrolysis. Potency, µM (titrated, usually from 114 µM), for inactives: at the top dose activity change, negative = inhibition, hits mostly inhibitors. 0.039% of 390,000 active; note: potency is the fitted concentration of half-maximal effect; % is set by controls: 0 for no effect and ±100 for the full control effect; nearly all actives have a fitted effect of over 75% in size; some results filed as inactive show a strong effect at the top dose
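MLSMR compounds (23 nl, pin-transferred) preincubated 10 min at room temperature with a 500nM (2x) first reagent, then RGS4 at 900nM (2x) plus Transcreener GDP mix added; fluorescence polarization (620/688 nm) read before and after 90 min at 30 °C.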
An asterisk follows results filed as active; ? = inconclusive; nt = not tested or not shown; & = joins results of further samples; [ ] = dose if it differs, or a comment. Unless noted, calls come from the whole dose curve; as a rule, active = well fitted curve in the direction sought with a large enough effect; inconclusive = small, poorly fitted or top-dose-only effect, or another doubt; inactive = no such curve, though single readings can be large; an effect the other way counts as inactive or inconclusive. This is a subset, so the mix of outcomes need not match the whole.

Value order – PI4K2A inh, G9a block, 12-LOX inh, JMJD2A Tudor inh, GLS inh, ERG-DNA inh, HP1b binding inh, BAZ2B block, RGS4 inh
COC(=O)c1sccc1NC(=O)CC1C(=O)NCCN1C(=O)Nc1cc(Cl)ccc1OC (stereo unspecified)
→ 5, ?, 17%, -15%, -1%, -1%, 31%, -20%, 8%
O=C(Nc1ccc(N2CCOCC2)cc1)c1cccc(S(=O)(=O)N2CCCC2)c1
→ -2, -29%[2.33 µM], -14%, -17%, 31%, -13%, 13%, -6%, 14%
CC(=O)N1c2ccc(S(=O)(=O)NCCC(=O)N(C)C3CCCCC3)cc2CC1C (stereo unspecified)
→ -3, 10%[59 µM], 8%, 14µM*, ?, 8%, 19%, -12%, -93%[56.9 µM]
COc1ccc(-c2nn(-c3ccccc3)cc2C2NC(=O)NC(C)=C2C(=O)OC(C)C)cc1Cl (stereo unspecified)
→ 9, ?, ?, -27%, 2%, 6%, 19%, -18%, 18%
CCC(C)(C)C1CCC(=NNc2nc3ccccc3[nH]2)CC1 (stereo unspecified)
→ 4, ?, ?, -35%, -1%, 9%, 18%, ?, 1%
O=C(CCN1C(=O)C2CC=CCC2C1=O)OCC(=O)c1ccc(F)cc1 (stereo unspecified)
→ -4, nt, -25%, -9%, 0%, 8%, 36%, nt, 10%
CC1Cn2c(nnc2-c2ccc(F)cc2)S1 (stereo unspecified)
→ -1, ?, 17%[57.4 µM], -4%, 10%, 5%, 49%[activator], 13%, 22%
Oc1ccc(C(=S)N2CCN(Cc3ccccc3)CC2)cc1
→ 0, 2.2µM*, -10%, ?, 18%, 2%, ?, -25%, ?
Cc1ccc(-c2csc3ncnc(-n4nc(C)cc4N)c23)cc1
→ 3, 0%[2.33 µM], 0%, -20%, 24%, -1%, 28%, -6%, 9%
O=C1CCCC2=C1C1(CCCC1)N=C(Nc1nc3ccccc3o1)N2
→ 1, -4%, -7%&26%, -21%&-33%, ?, nt, nt, -1%, nt
COCCn1c(SCC(=O)Nc2ccc3c(c2)OCCO3)nc2c(c1=O)SC(C)C2 (stereo unspecified)
→ 0, -16%[59 µM], 9%, -20%, 5%, -1%, 15%, -7%, 4%
Cc1ccc(NC(=O)CSCC(=O)Nc2cc(C(F)(F)F)ccc2N2CCOCC2)cc1
→ -6, -53%, nt, -8%, -2%, 20%, 39%, 3%, -19%
O=C(Nc1ccc(F)cc1)N1CCN(c2ccc(F)cc2)CC1
→ 4, 2%, 7%, -6%, 4%, -6%, 30%, 2%, 16%
COC(=O)c1cccc(NC(=O)c2cnoc2C)c1
→ -4, -10%[59 µM], -3%, -19%, -17%, -2%, 32%, 4%, -4%
Cc1cc(Br)ccc1S(=O)(=O)NCc1ccccc1
→ 0, 33%, 8%, 16%, -7%, -8%, 39%[activator], 4%, -8%
COc1ccc(OC)c(-c2csc(NC(=O)Cc3ccccc3)n2)c1
→ -3, -13%, -10%, -33%, -6%, -3%, -1%, -32%, -15%
COc1ccc(NC(=O)CC(c2ccco2)C(C)C)cc1 (stereo unspecified)
→ 2, -1%[2.33 µM], -20%, -14%, 91%[activator], 5%, 13%, 16%, -15%
CCOC(=O)[C@@H]1[C@H]2COc3ccc(Br)cc3[C@@H]2N2C(=O)N(c3cccc(F)c3)C(=O)[C@]12C
→ 4, nt, 0%, -5%, -9%, 12%, 30%, nt, -1%
O=C(COC(=O)c1ccc(Cl)cc1O)Nc1cccnc1Cl
→ 0, 50µM*, -2%, -6%, 0%, -3%, 12%, 0%, 45%
Cc1ccc(NC(=O)c2ccc(COc3ccccc3Cl)o2)cc1
→ 3, 4%[59 µM], -19%, -10%, -6%, -16%, 9%, -2%, -5%
O=C(O)c1ccccc1N1C(=O)c2cccc3cccc(c23)C1=O
→ -3, 31%, 20%, 3%, 99%[activator], -1%, 14%, -3%, 13%
COc1ccc(NC(=O)c2ccc(NC(=O)CCS(=O)(=O)c3cccs3)cc2)cc1Cl
→ -3, 8%[59 µM], -1%, 4%, -2%, 5%, 36%, -7%, -23%
CC(=O)Nc1ccc(C(=O)CSc2nnc(-c3ccc(O)cc3)n2CC2CCCO2)cc1 (stereo unspecified)
→ -4, 20µM*, ?, 79µM*, 2%, nt, -14%, -28%, -35%
COCCCNc1oc(/C=C/c2ccccc2)nc1C#N
→ -2, 46%[activator], 0%, 21%, 11%, 12%, 41%[activator], 6%, -8%
Cn1cccc1/C=C1\SC(=S)N(NC(=O)c2ccc(Cl)cc2)C1=O
→ 0, ?, 3%, ?, 0%, -13%, -18%, 13µM*, -34%
O=C(CN1C(=O)C2CCCCC2C1=O)N1CCN(c2ccccc2)CC1 (stereo unspecified)
→ -2, -6%, 0%, -26%, 9%, -7%, 11%, -12%, -21%
CC1Cc2cc(S(=O)(=O)N3CCC(C(=O)N4CCCCC4)CC3)ccc2N1C(=O)C1CC1 (stereo unspecified)
→ 2, 26%[59 µM], -1%, -8%, -1%, 1%, 40%[activator], -16%, 21%
CCn1cc(C(=O)NCCC(=O)NC(C)C)c(=O)c2cc3c(cc21)OCO3
→ 12, 3%, 0%, -17%, -4%, 1%, 28%, 7%, -19%
CN(C)CCN1CC(C(=O)O)CC1=O (stereo unspecified)
→ 1, -3%, 8%, -5%, 1%, -1%, 35%, 1%, 9%
Cc1cc(C)cc(N(CCC#N)C(=O)CN2C(=O)NC3(CCCC3)C2=O)c1
→ 2, -11%, -4%, -16%, 1%, 13%, 5%, 2%, -30%
CCCC(=O)Nc1ccc(C(=O)O)cc1NC(=O)CCC
→ 2, -5%[12.7 µM], 11%, -26%, -4%, 6%, 57%[activator], 4%, -29%
Cc1[nH]n(-c2ccc([N+](=O)[O-])cc2)c(=O)c1C=NCCN1CCN(C(=O)c2ccccc2)CC1
→ -14, 15%[12.7 µM], 119%[activator], -16%, -11%, 7%, 8%, 4%, -3%
O=C(CSCc1ccc(Cl)cc1)N/N=C/c1c(Cl)cccc1Cl
→ 0, 2%[59 µM], -11%, -1%, -3%, 10%, 30%, 9%, -10%
O=S1(=O)[C@H]2CC3O[C@]2(C[C@@H]3c2ccc(F)cc2)CN1Cc1ccc(Cl)cc1
→ -1, -20%[59 µM], ?, -13%, 3%, -8%, 42%[activator], 3%, -6%
CC12CCC(=O)N1C(C(=O)NNC(=O)c1ccc(F)cc1)CS2 (stereo unspecified)
→ -3, -8%, 0%, 4%, 11%, 7%, 23%, -9%, -4%
Nc1c(N=Nc2cccc(Cl)c2)c(=O)[nH]n1-c1ccccc1
→ 5, -26%, ?, -22%, 22%, 2%, 3%, -5%[57.1 µM], 4%
Cc1csc(NC(=O)CCC(=O)c2cccs2)n1
→ -3, 13%[59 µM], 2%, -22%, 3%, -10%, 6%, -25%, 6%
COc1cccc(/C=C/C(=O)OCC(=O)NCCc2ccccc2)c1
→ 4, 17%, 9%, -16%, -3%, -2%, 36%, 1%, -8%
CC(=O)Nc1ccc(S(=O)(=O)NCCC(=O)OCC(=O)c2ccc(Br)cc2)cc1
→ 1, ?, -24%, -7%, -10%, 8%, 21%, -5%, -15%
COc1ccc(/C=C(\C#N)C(=O)OCC(=O)Nc2c(C)cccc2C)cc1
→ 1, 4%[59 µM], -10%, -12%[57.1 µM], 10%, -3%, 27%, 1%, 9%
O=C(Nc1ccc(S(=O)(=O)NCc2ccco2)cc1)c1cccc(F)c1
→ 0, 56µM*, 12%, -20%, 64%[activator], -9%, -16%, -29%, -9%
O=C(NC12CC3CC(CC(C3)C1)C2)c1ccc(N2CCNCC2)c([N+](=O)[O-])c1
→ -3, 5%, -1%, -6%, 0%, -4%, ?, -14%, -34%
CNC(=O)c1c(NC(NC(=O)c2ccco2)C(=O)c2ccc(Cl)cc2)sc2c1CCCC2 (stereo unspecified)
→ -1, 11µM*, ?, ?, 15%, nt, -15%, ?, -28%
Cc1cc2cc3c(cc2nc1SCC(=O)OC(C)C)OCO3
→ -1, 13%[59 µM], 107%[activator][57.4 µM], -7%, 2%, 9%, 104%[activator], 8%, -5%
COc1ccc([C@]2(C(C)C)ON(c3ccccc3C(F)(F)F)C2=O)cc1
→ 1, 7%[0.501 µM], 0%, 75%[activator], 0%, 9%, 108%[activator], 81%[activator], 24%
CCc1ccc(NS(=O)(=O)c2ccc3[nH]cc(C(=O)NCc4ccc(C)cc4)c(=O)c3c2)cc1
→ -9, -7%[59 µM], ?, -20%, 0%, -1%, 20%, nt, 3%
COc1ccccc1CNC(=O)c1cc2c(s1)-c1ccccc1OC2
→ 2, 84%[activator][59 µM], -19%, 35%, 4%, 2%, 60%[activator], 35%, 2%
O=[N+]([O-])c1ccc2nc(N3CCCC3)sc2c1
→ -4, ?, ?, -17%, -4%, 6%, 5%, -23%, -10%
O=C(NCc1ccc(F)cc1)C1CCCN(C(=O)Nc2ccccc2)C1 (stereo unspecified)
→ 4, -8%[59 µM], -1%, -14%, -1%, -1%, 14%, 2%, -11%
COc1cccc(C2c3c(C)nn(-c4ccc([N+](=O)[O-])cc4)c3N=C3C(=O)Nc4ccccc4N32)c1 (stereo unspecified)
→ 0, -19%, -29%, -14%, 6%, 3%, -1%, -30%, 43%
Cc1sc(NC(=O)c2ccccc2)c(C#N)c1-c1ccccc1
→ 2, ?, -12%, -11%, -2%, 4%, -6%, 0%, -10%
